ELG1 repair inh: inhibitors of ELG1-dependent DNA repair in HEK293T cells; HEK293T ELG1-luciferase reporter, luminescence, 16 h; DNA damage induced by 5-fluorouridine; Potency, µM (top dose mostly 46.1 µM), without a hit: top-dose activity change, negative = inhibition, actives largely listed as inhibitors; actives 2.3% (n = 330,000); AID 504467; further: potency means the concentration at half of the fitted maximal effect; on the % scale 0 is the no-effect control and ±100 the full control effect; nearly all actives have a fitted effect of over 55% in size
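Luminescence from the luciferase reporter, measured 30 min after ONE-Glo reagent at room temperature, was the read-out. Beforehand, 2,000 cells per well were exposed for 16 hr at 37 °C to 5-fluorouridine together with compound or vehicle.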
PTAP TSG101 blk: blocks PTAP/TSG101 interaction to inhibit HIV-1 budding | Potency, µM (titrated, usually from 115 µM), inactives show at the top dose activity change, negative = inhibition, most hits filed as inhibitors | AID 493005 | Fluorescence polarization, FITC-PTAP peptide / Tsg101 binding | Q99816 | 340,000 tested, under 10 active; active means well fitted inhibition curve with a large enough effect in the main read-out, with a control signal flat, not every such curve was filed as active; inconclusive means small, poorly fitted or top-dose-only effect, or effect the other way, or a change in a side signal; inactive means no such curve, though single readings can be large or run the other way; further: potency means the concentration at half of the fitted maximal effect; % of control where 0% means no effect
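Tsg101 binding domain (10 uM final) was mixed with compound and a FITC-labeled PTAP peptide (50 nM final) in HEPES pH 7.5 buffer with NaCl, Tween 20, EDTA and TCEP; fluorescence polarization was read after 20 min at r.t.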
BRCA1 expr up: activators of BRCA1 expression; MCF7-BRCA1-FFLuc reporter, luminescence, 48 h; response scale: scaled: vehicle 0%, 10 µM genistein 100%; Potency, µM (highest dose often 46.1 µM), inactives show top-dose activation, most hits filed as activators; actives 1.1% (n = 380,000); further: potency means the concentration at half of the fitted maximal effect; nearly all actives have a fitted effect of over 80% in size; some results filed as inactive show a strong effect at the top dose
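Compounds are tested at multiple concentrations on MCF7 BRCA1-luciferase reporter cells seeded at 2000 per well; after 48 h, a single luminescence end-point is taken and curves fitted to the normalized data.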
AT treatment: candidate therapy for ataxia-telangiectasia; […] A-T fibroblasts, KAP-1 phosphorylation AlphaLISA; neocarzinostatin DNA damage 30 min before lysis; Potency, µM (highest dose often 57.5 µM), without a hit: at the highest dose activation, usual class: activators; actives 0.19% (n = 320,000); AID 485349; further: potency means the concentration at half of the fitted maximal effect; % of control where 0% means no effect; nearly all actives have a fitted effect of over 45% in size
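ATM-like activity read as KAP-1 phosphorylation via AlphaLISA donor/acceptor antibody pairs after lysis and 6 hr at 25C. Cells were ATM-null patient fibroblasts ([…], hTERT), dosed 60 min, then exposed to the DSB inducer NCS for 30 min.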
p53 reactivator: restores transcriptional activity of mutant p53. H1299 p53-A138V BP100-luciferase reporter, luminescence, 24 h. Potency, µM (titrated, usually from 92.2 µM), without a hit: at the top dose activity change, positive = activation, most hits filed as activators. actives 0.063% (n = 320,000); further: potency means the concentration at half of the fitted maximal effect; % of control where 0% means no effect; nearly all actives have a fitted effect of over 45% in size
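p53-null H1299 cells stably carrying temperature-sensitive p53-A138V and a BP100-luciferase reporter were pinned with compounds (4-point, 1:5 series) and held 24 hrs at 37 deg C. Luminescence was read 10 min after detection reagent.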
TCR activator: T cell receptor activation | primary human leukocytes, anti-CD3, IL-2 HTRF, 48 h | Potency, µM (top dose mostly 9.22 µM), inactives show at the top dose activation of IL-2 secretion, usual class: activators | 330,000 tested, under 10 active; further: % of control where 0% means no effect
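Readout: HTRF IL-2, Eu-cryptate/d2 antibody pair, 320nm excitation, 665nm emission. Stimulus: a-CD3 beads, no co-stimulation. Cells: primary human leukocytes. Exposure: 48 hr with compound.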
TRPV1 agonist: activates the human vanilloid receptor TRPV1; Q8NER1; TRPV1-expressing cells, Fluo-8 calcium influx, agonist mode; activation, % at 8.33 µM; actives 0.19% (n = 320,000); AID 540275; in the data active means activation above about 80%; inconclusive means between about 30% and that limit; further: 0% is about no effect
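Fluo-8 calcium influx in TRPV1-expressing cells, kinetic read (ex 480/em 520 nm). Compound added and read 3 min for agonist activity, followed by capsaicin at EC20 final and 2 min further read for enhancement.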
B2AR arrestin: recruits beta-arrestin to the human beta2-adrenergic receptor | actives 0.02% (n = 330,000) | beta-arrestin recruitment to beta2AR, cell-based reporter | Potency, µM (titrated, usually from 46.1 µM), inactives show at the top dose activation, most hits filed as activators | P07550;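 further: potency means the concentration at half of the fitted maximal effect; 0% = DMSO controls and full agonism = EC100 isoproterenol or metaproterenol; nearly all actives have a fitted effect of over 65% in size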
MLL CXXC-DNA inh: MLL CXXC-DNA interaction inhibition; MLL-CXXC / FITC-HOXA9 DNA fluorescence polarization; Potency, µM (doses to about 115 µM), inactives show at the highest dose activity change, negative = inhibition, most hits filed as inhibitors; actives 0.037% (n = 290,000); active means well fitted inhibition curve with a large enough effect in the polarisation, with a control signal flat, not every such curve was filed as active; inconclusive means small, poorly fitted or top-dose-only effect, or effect the other way, or a change in a side signal; inactive means no such curve, though single readings can be large or run the other way; the % refers to the polarisation; further: potency means the concentration at half of the fitted maximal effect
Target sequence (Q03164 whole entry, looked up): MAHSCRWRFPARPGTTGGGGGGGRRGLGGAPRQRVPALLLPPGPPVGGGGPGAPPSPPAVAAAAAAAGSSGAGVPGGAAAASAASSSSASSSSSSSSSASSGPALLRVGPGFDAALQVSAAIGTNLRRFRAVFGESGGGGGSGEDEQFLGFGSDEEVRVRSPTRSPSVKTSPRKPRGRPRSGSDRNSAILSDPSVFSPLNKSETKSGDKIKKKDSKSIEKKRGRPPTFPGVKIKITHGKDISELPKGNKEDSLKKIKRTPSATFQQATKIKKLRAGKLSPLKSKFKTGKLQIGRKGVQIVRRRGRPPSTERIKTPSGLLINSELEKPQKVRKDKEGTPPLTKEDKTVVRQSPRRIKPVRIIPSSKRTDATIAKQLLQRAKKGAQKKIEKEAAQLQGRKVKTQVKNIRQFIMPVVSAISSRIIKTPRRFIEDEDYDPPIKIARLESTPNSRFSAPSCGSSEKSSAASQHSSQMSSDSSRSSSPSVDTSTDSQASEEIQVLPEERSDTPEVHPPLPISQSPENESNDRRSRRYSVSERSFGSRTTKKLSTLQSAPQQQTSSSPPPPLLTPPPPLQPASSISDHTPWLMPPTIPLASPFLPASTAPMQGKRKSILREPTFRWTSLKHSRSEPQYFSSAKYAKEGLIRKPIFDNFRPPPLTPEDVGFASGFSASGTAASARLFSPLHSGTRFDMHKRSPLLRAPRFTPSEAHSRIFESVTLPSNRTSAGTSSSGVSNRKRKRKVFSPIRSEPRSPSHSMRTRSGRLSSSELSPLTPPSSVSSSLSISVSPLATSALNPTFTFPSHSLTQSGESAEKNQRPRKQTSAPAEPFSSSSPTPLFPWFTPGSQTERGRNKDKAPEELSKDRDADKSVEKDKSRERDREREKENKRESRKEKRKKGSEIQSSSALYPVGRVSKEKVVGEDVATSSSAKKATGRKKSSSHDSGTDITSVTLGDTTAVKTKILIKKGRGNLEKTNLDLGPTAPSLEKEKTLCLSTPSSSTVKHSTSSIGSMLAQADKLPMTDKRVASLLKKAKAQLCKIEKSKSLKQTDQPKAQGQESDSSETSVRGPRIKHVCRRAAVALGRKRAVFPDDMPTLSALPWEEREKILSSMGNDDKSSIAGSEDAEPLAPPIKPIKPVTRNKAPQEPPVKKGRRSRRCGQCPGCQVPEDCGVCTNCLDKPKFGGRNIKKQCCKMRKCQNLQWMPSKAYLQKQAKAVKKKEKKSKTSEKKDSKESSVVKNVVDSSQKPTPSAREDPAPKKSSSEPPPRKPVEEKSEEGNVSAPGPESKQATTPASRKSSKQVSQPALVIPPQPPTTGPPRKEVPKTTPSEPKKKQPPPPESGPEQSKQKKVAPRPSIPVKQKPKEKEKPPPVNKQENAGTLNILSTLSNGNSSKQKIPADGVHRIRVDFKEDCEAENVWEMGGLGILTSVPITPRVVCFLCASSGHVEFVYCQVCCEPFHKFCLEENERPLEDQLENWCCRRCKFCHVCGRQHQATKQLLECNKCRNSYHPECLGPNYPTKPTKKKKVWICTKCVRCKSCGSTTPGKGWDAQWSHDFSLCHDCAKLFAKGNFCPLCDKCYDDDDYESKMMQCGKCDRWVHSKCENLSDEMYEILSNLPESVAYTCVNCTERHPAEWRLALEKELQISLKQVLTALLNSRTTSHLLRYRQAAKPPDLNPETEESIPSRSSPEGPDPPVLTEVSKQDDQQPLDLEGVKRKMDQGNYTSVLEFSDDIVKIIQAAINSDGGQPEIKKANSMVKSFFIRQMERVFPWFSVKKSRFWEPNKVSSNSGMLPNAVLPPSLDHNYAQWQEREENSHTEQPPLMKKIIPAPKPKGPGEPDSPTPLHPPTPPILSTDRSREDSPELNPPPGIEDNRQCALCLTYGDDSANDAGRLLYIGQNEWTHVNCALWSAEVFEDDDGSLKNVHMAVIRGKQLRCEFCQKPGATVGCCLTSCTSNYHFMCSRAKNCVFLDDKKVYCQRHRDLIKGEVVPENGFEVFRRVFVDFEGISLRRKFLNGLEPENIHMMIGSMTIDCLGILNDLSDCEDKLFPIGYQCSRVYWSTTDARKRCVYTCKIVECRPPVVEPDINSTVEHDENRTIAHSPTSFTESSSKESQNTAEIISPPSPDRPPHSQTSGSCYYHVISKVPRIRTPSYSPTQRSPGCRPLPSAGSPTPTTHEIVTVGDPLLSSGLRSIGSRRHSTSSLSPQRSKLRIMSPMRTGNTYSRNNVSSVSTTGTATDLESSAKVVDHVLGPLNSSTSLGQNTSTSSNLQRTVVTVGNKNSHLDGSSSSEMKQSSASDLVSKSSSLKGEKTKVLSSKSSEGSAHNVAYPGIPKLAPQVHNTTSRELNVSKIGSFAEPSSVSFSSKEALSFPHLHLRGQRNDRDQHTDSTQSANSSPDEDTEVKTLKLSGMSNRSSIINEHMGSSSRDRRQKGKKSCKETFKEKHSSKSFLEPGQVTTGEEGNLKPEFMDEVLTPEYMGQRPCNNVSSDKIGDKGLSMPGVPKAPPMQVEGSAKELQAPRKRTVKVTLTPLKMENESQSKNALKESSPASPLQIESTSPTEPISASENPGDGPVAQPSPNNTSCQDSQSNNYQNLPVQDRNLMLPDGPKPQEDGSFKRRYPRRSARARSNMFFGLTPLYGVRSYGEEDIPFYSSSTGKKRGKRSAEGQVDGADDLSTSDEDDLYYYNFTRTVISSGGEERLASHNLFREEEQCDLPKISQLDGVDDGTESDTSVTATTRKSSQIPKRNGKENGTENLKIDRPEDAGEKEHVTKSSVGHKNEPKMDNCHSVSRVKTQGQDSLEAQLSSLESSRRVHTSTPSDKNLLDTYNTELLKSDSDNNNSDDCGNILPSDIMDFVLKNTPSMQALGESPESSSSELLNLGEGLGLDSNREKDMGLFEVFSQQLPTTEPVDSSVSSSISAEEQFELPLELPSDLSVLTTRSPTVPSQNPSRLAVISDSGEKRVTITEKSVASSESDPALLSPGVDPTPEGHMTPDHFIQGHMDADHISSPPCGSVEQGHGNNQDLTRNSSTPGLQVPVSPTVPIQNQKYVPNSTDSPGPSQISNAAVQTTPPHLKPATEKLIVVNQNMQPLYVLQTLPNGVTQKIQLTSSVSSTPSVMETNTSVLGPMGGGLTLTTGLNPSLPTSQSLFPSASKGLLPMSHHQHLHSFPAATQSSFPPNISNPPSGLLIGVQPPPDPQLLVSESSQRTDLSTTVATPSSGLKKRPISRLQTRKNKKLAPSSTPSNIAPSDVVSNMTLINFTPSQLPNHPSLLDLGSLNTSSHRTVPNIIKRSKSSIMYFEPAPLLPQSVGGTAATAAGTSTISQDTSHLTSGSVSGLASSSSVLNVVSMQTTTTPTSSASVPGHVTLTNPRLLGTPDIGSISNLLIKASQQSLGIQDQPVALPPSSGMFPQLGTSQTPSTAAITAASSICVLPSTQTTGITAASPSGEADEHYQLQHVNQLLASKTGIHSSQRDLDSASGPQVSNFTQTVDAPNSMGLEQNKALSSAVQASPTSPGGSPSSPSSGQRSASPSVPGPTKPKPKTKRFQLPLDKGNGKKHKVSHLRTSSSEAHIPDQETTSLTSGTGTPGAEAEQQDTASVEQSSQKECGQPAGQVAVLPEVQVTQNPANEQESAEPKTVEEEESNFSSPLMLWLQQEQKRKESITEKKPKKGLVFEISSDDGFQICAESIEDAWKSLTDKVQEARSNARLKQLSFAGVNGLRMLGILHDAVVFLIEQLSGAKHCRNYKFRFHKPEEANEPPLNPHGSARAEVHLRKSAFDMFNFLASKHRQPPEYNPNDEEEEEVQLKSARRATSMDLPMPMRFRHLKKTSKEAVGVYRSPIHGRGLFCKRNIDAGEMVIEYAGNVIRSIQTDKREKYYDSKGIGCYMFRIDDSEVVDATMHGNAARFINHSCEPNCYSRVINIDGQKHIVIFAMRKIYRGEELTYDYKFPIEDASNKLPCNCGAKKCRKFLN
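Fluorescence polarization: 7 uM MLL-CXXC (stock) preincubated 5 min with compounds, then 50 nM fluorescein-HOX-A9 DNA (stock) added; 30 min ambient. Buffer 50 mM Tris-HCl pH 7.5, 50 mM NaCl, 1 mM DTT, 0.05% BSA.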
Integrin act MD: activators of alpha7 integrin expression for muscular dystrophy; AID 624291; actives 0.064% (n = 350,000); Potency, µM (top dose mostly 38.3 µM), inactives show top-dose activation, hits mostly activators; alpha7betagal myoblasts, beta-gal FDG fluorescence, 48 h;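 further: potency means the concentration at half of the fitted maximal effect; 100% = response of the positive control SU9516; nearly all actives have a fitted effect of over 60% in size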
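Alpha7betagal+/- myoblasts (passage 13) were plated 16-24 hr, then exposed to compounds (1:260 dilution of DMSO stock) for 48 hours at 37C. After MPER lysis, β-galactosidase reporter activity was read as FDG fluorescence (ex 480/em 540) after 30 minutes.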
* hit, by the source's call; ? = inconclusive; . = not tested or not shown; & = joins results of further samples; [ ] = another dose, or the depositor's remark. Unless noted, the call rests on the fitted dose curve; in most records, active means well fitted curve in the direction sought with a large enough effect; inconclusive means small, poorly fitted or top-dose-only effect, or another doubt; inactive means no such curve, though single readings can be large; an effect the other way counts as inactive or inconclusive.

SMILES | ELG1 repair inh | PTAP TSG101 blk | BRCA1 expr up | AT treatment | p53 reactivator | TCR activator | TRPV1 agonist | B2AR arrestin | MLL CXXC-DNA inh | Integrin act MD
COc1cccc(N(C(=O)c2nc3nccc(C)n3n2)c2nc3ccccc3s2)c1 | ? | -3.7% | ? | 1.0% | ? | -5.2%[46.1 µM] | 0.3 | 0.2% | 2.8% | -10.3%
COc1ccc(S(=O)(=O)NCCSc2ccc(Cl)cc2)cc1OC | -28.9% | -3.8% | -41.0% | . | -6.5% | 5.6%[46.1 µM] | 3.1 | -0.3% | -12.4% | 7.1%
Cc1noc(C(=O)NC2CCCCC2)c1Cl | 1.7% | -1.7% | 0.0% | 0.0% | -1.1% | -1.6% | 2.2 | -0.5% | 14.6% | 1.7%
COc1cc(C2Nc3ccc4ccccc4c3C3=C2C(=O)CC(C)(C)C3)ccc1OC(C)C(=O)O (configuration not stated) | ? | -0.4% | -3.6% | 17.7% | 10.8% | 4.1% | -2.0 | 0.2% | 13.0% | 19.6%
Cc1ccccc1CNS(=O)(=O)c1csc(C(N)=O)c1 | 8.1% | -8.4% | 13.6%&4.1% | -9.2% | -2.6% | -2.5% | -2.7 | -0.4% | 10.0% | 9.4%
O=C(CN(C(=O)c1csnn1)c1ccc(Br)cc1)NC1CCCC1 | -1.1% | -2.4% | 4.7% | -0.2% | -0.2% | -1.0% | 0.0 | -0.3% | 0.1% | -15.2%
COC(=O)N/N=C\c1cc(Br)ccc1OCc1ccccc1 | -22.6% | -2.3% | 39.6% | 15.2% | -3.9% | 6.8%[46.1 µM] | 6.5 | 0.2% | 0.4% | -12.9%
CC1Cc2ccccc2N1S(=O)(=O)c1ccc2c(c1)n(C)c(=O)c(=O)n2C (configuration not stated) | -11.5% | 0.1% | -22.0% | -2.6% | 0.5% | 3.1% | -0.6 | -0.1% | 3.7% | 13.2%
CCC(=O)N=c1sc2c(C)cc(C)cc2n1CC(=O)OC | -14.0% | -1.5% | 0.4% | 17.4% | 1.2% | -1.0% | 0.0 | 0.0% | -5.6% | 26.6%
Cc1cc(C)c2c(=O)[nH]c(SCc3ccccc3C)nc2n1 | -3.0% | -7.6% | -35.6% | -1.7% | -3.8% | -2.5% | -4.5 | 1.3% | -3.2% | 16.8%
COc1ccc(CNC(=O)COc2cccnc2[N+](=O)[O-])cc1OC | 15.2% | -6.8% | -4.4% | ? | -0.7% | 5.0% | -4.2 | -0.6% | -7.4% | 2.5%
COc1ccc(N(CC(=O)NCCSc2ccccn2)S(C)(=O)=O)cc1 | -5.1% | -7.6% | 0.8% | 0.9% | -7.3% | -0.5% | -3.0 | -0.2% | 3.3% | 19.3%

Structural class, the entries above containing an aryl thioether with sulfur outside any ring
SMILES | ELG1 repair inh | PTAP TSG101 blk | BRCA1 expr up | AT treatment | p53 reactivator | TCR activator | TRPV1 agonist | B2AR arrestin | MLL CXXC-DNA inh | Integrin act MD
COc1ccc(S(=O)(=O)NCCSc2ccc(Cl)cc2)cc1OC | -28.9% | -3.8% | -41.0% | . | -6.5% | 5.6%[46.1 µM] | 3.1 | -0.3% | -12.4% | 7.1%
Cc1cc(C)c2c(=O)[nH]c(SCc3ccccc3C)nc2n1 | -3.0% | -7.6% | -35.6% | -1.7% | -3.8% | -2.5% | -4.5 | 1.3% | -3.2% | 16.8%
COc1ccc(N(CC(=O)NCCSc2ccccn2)S(C)(=O)=O)cc1 | -5.1% | -7.6% | 0.8% | 0.9% | -7.3% | -0.5% | -3.0 | -0.2% | 3.3% | 19.3%

(continued)
SMILES | ELG1 repair inh | PTAP TSG101 blk | BRCA1 expr up | AT treatment | p53 reactivator | TCR activator | TRPV1 agonist | B2AR arrestin | MLL CXXC-DNA inh | Integrin act MD
COc1ccc(/C=N/NC(=O)c2cccnc2)cc1O | -19.1% | -1.4% | -4.7% | 6.6% | . | . | -4.0 | -3.1% | 0.3% | -6.8%
Cc1ccc(NCc2n[nH]c(=S)n2Cc2ccccc2)cc1Cl | -1.2% | -1.6% | -19.5% | -8.1% | -1.2% | -3.0% | -3.9 | -0.1% | -8.6% | ?
Cn1c(SCc2nnc3n2CCCCC3)nc2ccccc21 | 12.1% | -8.7% | 0.0% | 0.4% | 2.9% | -5.7% | 2.8 | -0.3% | -2.4% | 14.3%
Cc1cccc(NC(=O)[C@@H]2CCCN2C2=NS(=O)(=O)c3ccccc32)c1C | 12.9% | 0.3% | -1.9% | 14.7% | -1.7% | -4.2% | 1.5 | 0.3% | . | 8.9%
CCOC(=O)Cn1nc(C)cc1NC(=O)c1cccnc1 | -8.5% | -1.8% | -16.1% | -2.5% | -3.4% | -13.5% | 2.3 | 0.4% | -5.3% | -9.3%
O=C(O)c1cccnc1Cl | 4.2% | -13.3% | 13.1% | . | -5.6% | -6.6%[46.1 µM] | 13.4 | -2.3% | -2.5% | 0.0%
CC(C)c1ccc(NC(=O)COC(=O)[C@@H]2CCCN2C(=O)c2cccs2)cc1 | ? | -1.0% | 14.0% | 2.7% | 1.3% | -0.1% | . | -0.9% | . | -24.4%
COC(=O)c1cc(NCc2ccccc2F)ccc1N1CCOCC1 | -17.9% | -1.7% | 0.7% | -1.5% | -9.5% | -0.9% | 4.7 | -1.0% | -2.4% | 10.9%
COCCCNC(=S)Nc1ccccc1C | 2.7% | -5.2% | -6.8% | -2.5% | -5.7% | -5.7%[46.1 µM] | 2.7 | 0.8% | 0.8% | 44.8%
CC1=C(C(=O)Nc2cccnc2)C(c2cccnc2)n2nc(-c3cccs3)nc2N1 (configuration not stated) | -5.6% | 0.0% | -15.4% | -3.1% | -8.5% | 0.0% | -1.3 | -1.0% | 0.8% | -5.4%
Cc1cccc(C(=O)NCC(=O)OCC(=O)N(C)CC(=O)Nc2ccccc2Cl)c1 | 8.7% | -0.5% | 9.2% | 6.1% | 3.5% | 1.7% | -1.2 | 0.1% | . | 16.9%
Cc1cccnc1Nc1nc(-c2ccc(O)cc2O)cs1 | ? | 1.0% | ? | 14.0% | ? | 4.4% | 3.3 | -0.4% | 8.7% | 11.8%
O=C(CSc1n[nH]c(-c2ccccc2O)n1)N1CCCc2ccccc21 | -24.0% | -6.9% | -79.9% | 1.9% | -9.6% | -0.2% | 22.5 | -0.1% | -27.5% | -16.9%
CCOc1ccc(CC(=O)C2C(=O)CCCC2=O)cc1OCC | 1.1% | -1.1% | -5.6% | 5.6% | -4.7% | -50.3% | -1.7 | -0.2% | 0.4% | 12.9%
CC(C(=O)Nc1cccc([N+](=O)[O-])c1)N1C(=O)NC2(CCCC2)C1=O (configuration not stated) | 14.1% | -1.0% | -5.9% | -9.4% | 1.9% | -10.1% | -2.1 | -0.1% | -7.0% | 0.3%
COc1ccc(NC(=O)CSc2nnc3ccc(-c4ccccn4)nn23)cc1OC | -11.6% | 0.7% | 2.8% | 1.2% | 2.0% | 0.2% | 2.6 | 0.0% | . | 5.1%
CN(C)CCCNc1oc(-c2ccccc2Cl)nc1S(=O)(=O)c1ccccc1 | -16.7% | -0.5% | 8.5% | -14.0% | -2.5% | -5.3% | 3.8 | -0.1% | . | -51.1%[inhibitor]
O=C(Oc1ccc2ccc(=O)oc2c1)c1cccs1 | 2.1% | -1.2% | 5.9% | 12.1% | -7.5% | -0.7%[46.1 µM] | 9.4 | -0.7% | 238.2%[activator] | 30.7%
CCN(CC)CCCNC(=O)/C(=C\c1cccn1C)NC(=O)c1cccs1 | -0.3% | -0.4% | 14.8% | -7.6% | -4.9% | 0.5%[46.1 µM] | 0.0 | 0.7% | -5.7% | 20.1%
CC(C)(C)c1ccc(OCCC(=O)OCC(=O)NC(=O)NC2CCCC2)cc1 | -12.8% | -6.8% | -15.8% | -2.3% | 13.2% | -16.7% | 6.5 | -0.2% | . | -64.2%[inhibitor]
CCOc1ccc(OCc2ccc(C(=O)N3CCOCC3)cc2)cc1 | ? | -8.2% | 31.4%[1.84 µM] | -3.7% | 14.4% | -2.6%[46.1 µM] | 6.6 | 0.3% | 13.4% | -12.6%
COc1cc(C#Cc2c(-c3cncn3C)n(C)c3ccc(-c4ccc(CN5CCOCC5)cc4)cc23)cc(OC)c1 | ? | -1.7% | -44.2% | ? | -0.6% | -9.6% | . | -3.1% | . | -11.0%
CCOC(=O)c1cc(CC)sc1NC(=O)c1cccc(N2C(=O)CCC2=O)c1 | 18.4µM* | -4.9% | -39.8% | 2.6% | -13.4% | 0.3%[46.1 µM] | -3.6 | -0.8% | -6.4% | 7.8%
N#C/C(=C\Nc1ccc(Cl)cn1)S(=O)(=O)c1ccccc1 | -14.2% | -1.9% | -5.7% | -1.7% | -4.0% | -3.4% | 7.3 | -0.5% | 1.1% | 28.0%
CN1C(=O)C2(c3ccccc31)N(C)CC(c1ccccc1)C21SC(=S)N(Cc2ccco2)C1=O (configuration not stated) | -11.1% | -3.5% | -39.3% | -3.5% | -2.9% | -1.0% | 2.5 | -1.1% | 15.5% | -17.2%

Screens from PubChem.

Not a hit list, and some 3.8% of all compounds hit somewhere here.
